Source: PubChem BioAssay
aSyn UTR inh – MLPCN primary screen, SNCA 5' untranslated region; alpha-synuclein 5'UTR reporter, inhibitor activity; inhibition, % (tested at 7.5 µM); actives 0.82% (n = 300,000); AID 1813; in the data active means inhibition above about 60%; inconclusive means no clear call, values can overlap the other calls;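 further: H4 neuroglioblastoma cells stably carrying SNCA 5'UTR luciferase fusion; 0% = DMSO wells and 100% = positive control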
GSK3 alpha inh – blocks human GSK-3 alpha kinase | P49840 | ADP-Glo luminescence, 60 min | inhibition, % at 10 µM | actives 0.1% (n = 320,000) | AID 2650;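 in the data active means inhibition above about 50%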;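 further: GST-tagged GSK-3 alpha with peptide substrate and 25 µM ATP; 0% = DMSO neutral wells and 100% = GW8510 positive control wells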
Target sequence (P49840 whole entry, looked up): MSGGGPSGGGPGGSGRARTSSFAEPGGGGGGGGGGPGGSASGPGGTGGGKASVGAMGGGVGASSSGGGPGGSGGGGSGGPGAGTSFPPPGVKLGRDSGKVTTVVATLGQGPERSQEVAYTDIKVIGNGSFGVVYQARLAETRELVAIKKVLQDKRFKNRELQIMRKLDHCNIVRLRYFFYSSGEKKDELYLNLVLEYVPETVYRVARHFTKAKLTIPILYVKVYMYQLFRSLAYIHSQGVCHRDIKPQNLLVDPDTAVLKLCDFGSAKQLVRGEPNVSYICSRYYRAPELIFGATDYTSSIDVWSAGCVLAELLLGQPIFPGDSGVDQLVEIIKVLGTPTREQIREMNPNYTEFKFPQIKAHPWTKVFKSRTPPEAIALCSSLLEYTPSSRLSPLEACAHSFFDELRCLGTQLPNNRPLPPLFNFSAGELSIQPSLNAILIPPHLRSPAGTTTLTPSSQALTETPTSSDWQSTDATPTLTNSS
IEC-6 tox – IEC-6 cytotoxicity, counter-screen for KLF5 inhibitors. luminescence viability. inhibition, % at 5 µM. actives 0.78% (n = 290,000); in the data active means inhibition above about 22%;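 further: 0% = plate median of test compound wells and 100% = cytotoxic reference compound wells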
Platelet DG rel – platelet dense granule release activity | human platelet-rich plasma, SFLLRN dense granule ATP release, luminescence | inhibition, %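 (compounds screened at 7.5 µM in platelet-rich plasma)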 | actives 0.22% (n = 300,000);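 active means mean replicate score, as percent of positive control, at or above 50; inconclusive means mean below 50 but at least one replicate at or above 50; inactive means mean and every replicate below 50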
HSP90 refold inh – inhibitors of HSP90 luciferase refolding in rabbit reticulocyte lysate. actives 0.91% (n = 290,000). inhibition, % at 5.6 µM. luciferase refolding luminescence, 3 h;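 active means inhibition above the screen-wide mean plus 3 SD, computed separately per campaign, cut at about 16% in these data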;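 further: 0% = DMSO wells and 100% = 60 µM geldanamycin wells; inhibitors lower the luminescence because luciferase stays unfolded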
DYRK1A inh – blocks rat Dyrk1A kinase activity; Q63470; ADP-Glo luminescence, NFATc1 peptide; inhibition, % at 12.5 µM; actives 0.43% (n = 310,000); AID 504441; in the data active means inhibition above about 50%;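 further: plate controls were vehicle with enzyme for no effect and no enzyme for full effect; many of its hits are not listed in these tables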
KLF5 inh – suppresses KLF5 promoter-driven expression | DLD-1 KLF5 promoter-luciferase reporter, luminescence | inhibition, % at 5 µM | actives 0.23% (n = 290,000);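 active means inhibition above a per-plate limit of that plate's mean compound inhibition plus 3 SD, cut at about 60% in these data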;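 further: 0% = DMSO wells and 100% = LY294002 at 200 µM; higher means less KLF5 promoter-driven luciferase light; inactives centre near -14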
HSF1 activator – increases HSF-1 driven luciferase reporter signal. activation, % at 9 µM. actives 1.7% (n = 300,000). AID 504408. NIH3T3-HGL HSF-1 luciferase reporter, MG132, 8 h; 100% = twice DMSO control signal;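 active means mean replicate activation of at least 50% with a set share of replicates each reaching 50%; inconclusive means only one of those two conditions met; inactive means mean below 50% and too few replicates reaching it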;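 further: 0% = median of the neutral control wells and 100% = twice that signal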
GSK3B inh – inhibitors of human GSK3beta kinase. P49841. GST-GSK3beta kinase, ADP-Glo luminescence, 60 min; hits give low values. activity score (negative = inhibition), % at 10 µM. actives 0.038% (n = 300,000). AID 2097;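 active means more than half of replicate wells score below -50%, meaning over 50% inhibition versus plate controls; inconclusive means some replicates but at most half score below -50%; inactive means no replicate scores below -50%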;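 further: 0% = median DMSO wells and -100% = median GW8510 positive control wells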
Target sequence (P49841 whole entry, looked up): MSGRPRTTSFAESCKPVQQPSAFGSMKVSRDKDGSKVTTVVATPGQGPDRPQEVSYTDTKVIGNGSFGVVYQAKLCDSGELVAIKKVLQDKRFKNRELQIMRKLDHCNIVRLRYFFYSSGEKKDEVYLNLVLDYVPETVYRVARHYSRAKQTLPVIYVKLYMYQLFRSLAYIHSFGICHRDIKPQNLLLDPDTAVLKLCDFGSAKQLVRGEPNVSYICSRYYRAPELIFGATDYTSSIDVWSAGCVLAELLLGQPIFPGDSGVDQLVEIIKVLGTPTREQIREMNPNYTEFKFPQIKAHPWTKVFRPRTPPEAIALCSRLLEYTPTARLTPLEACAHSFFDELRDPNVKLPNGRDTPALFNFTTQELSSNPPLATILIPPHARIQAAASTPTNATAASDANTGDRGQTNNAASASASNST
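test system = GST-tagged human GSK3beta kinase, cell-free | reagent = 25 µM ATP with peptide substrate | dosing = one dose of 10 µM per compound | schedule = 60 min reaction, RT | detection = luminescent ADP-Glo measurement of ADP formed | control set = DMSO neutral wells and GW8510 at 20 µM as positive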
HSF1 inh – HSF1 inhibition; NIH3T3-HGL HSE-luciferase, MG132-induced, luminescence 8 h; hits give low values; activity change, negative = inhibition, % at 7.5 µM (by protocol); actives 0.77% (n = 300,000);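 active means more than half of replicate wells show activity change below -50%, luminescence cut by over half; inconclusive means some wells, but at most half, below -50%; inactive means no replicate well below -50%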;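 further: luciferase reports HSF-1 transcriptional activity via heat shock element; 0% = median of DMSO wells and -100% = zero luminescence signal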
An asterisk follows results filed as active; u = inconclusive; x = no result given. These rows are one share of the data; count on the stated rates, not on these rows.

SMILES	aSyn UTR inh	GSK3 alpha inh	IEC-6 tox	Platelet DG rel	HSP90 refold inh	DYRK1A inh	KLF5 inh	HSF1 activator	GSK3B inh	HSF1 inh
CCOC(=O)c1cc(-c2ccc3c(c2)OCO3)nc2onc(C)c12	6	-1	4	-3	5	-6	1	3	3	-2
O=C(NCc1ccc(F)cc1)C1CCCN(S(=O)(=O)c2cccc3nonc23)C1 (centres undefined)	23	-6	-6	-4	-3	x	-9	5	-10	-5
CNC(=O)C1CC(=O)N(Cc2ccc(OC)c(OC)c2)C(=Nc2ccc(OC)cc2)S1 (centres undefined)	8	-1	0	6	1	9	-2	-7	2	-13
O=C(/C=C/c1ccc([N+](=O)[O-])cc1)NCCN1C(=O)S/C(=C\c2ccc(F)cc2)C1=O	-27	-2	3	-1	-1	8	0	-4	4	2
CCOC(=O)c1sc(NC(=O)C2=COCCO2)c(C#N)c1C	-58	x	x	4	x	2	x	3	0	-3
Nc1ncc(Br)cc1S(=O)(=O)Nc1ccccc1F	-3	-4	-4	2	-5	-5	-15	0	4	-5
O=C(N/N=C/c1ccco1)c1cc(=O)[nH]c2ccccc12	-6	-2	-12	3	-5	-4	-18	-11	-1	-4
CCOP(=O)(OCC)C(NCc1ccccc1)c1ccc(Br)cc1 (centres undefined)	-14	-3	-2	4	3	-2	-25	9	1	-3
NC(=O)[C@@H]1CC2(CC(c3cccc(NC(=O)[C@H]4CCC(=O)N4)c3)=NO2)CN1C(=O)COc1ccc(Cl)cc1 (some centres undefined)	-14	0	x	-12	x	6	x	-2	-1	-3
CSc1c(-c2ccccn2)c(N)nn1C(=O)C1CC1	-6	-3	-3	-3	-1	5	-19	-16	3	1
O=C(CCCN1C(=O)/C(=C/c2ccco2)SC1=S)Nc1ccccc1C(=O)O	-15	-4	-9	-3	-1	16	-6	-5	5	-8
CC(C)c1nnc(-c2ccc(Cl)cc2)c(N(C)C)n1	-2	-2	-3	0	-1	2	-23	6	-2	8
Cc1cc(C)cc(N(C(=O)c2csnn2)C(C(=O)NC2CCCCC2)c2ccncc2)c1 (centres undefined)	-15	3	-2	0	3	-3	13	32	-7	4
COc1cc(NC(=O)CSc2nc3ccccc3n2-c2ccccc2)c(C)cc1[N+](=O)[O-]	30	-5	0	-10	2	-3	-33	9	3	10
CC1CC(C)CN(C(=O)C2CCN(S(=O)(=O)c3c(Cl)cccc3Cl)CC2)C1 (centres undefined)	4	0	-1	-9	2	-7	-14	9	0	-1
c1ccc(-c2nc3ccccc3c3nc4ccccc4n23)cc1	11	0	-2	-20	2	5	-35	7	0	-9
Cc1cccn2c(=O)c3cc(C(=O)NCc4ccco4)c(=N)n(C(C)C)c3nc12	3	9	0	1	2	0	-12	14	0	6
CCOc1ccc(N2C(=O)C3ON(c4ccccc4)C(c4cccs4)C3C2=O)cc1 (centres undefined)	0	0	-6	4	1	-5	-9	7	1	0
CCOC(=O)C1(C)NC(c2cccc(C)c2)C2C(=O)N(c3ccccc3)C(=O)C21 (centres undefined)	-22	0	-3	5	2	-2	-15	-4	4	-10
O=C(Nc1ccc(Oc2ccc(Cl)cc2)c(Cl)c1)c1cc(I)cc(I)c1O	-17	-1	-3	0	-11	4	-7	17	5	-5
COc1ccc(C(=O)CSc2ccc(-c3ccco3)nn2)cc1	-6	-1	3	-21	-1	6	3	-46	3	-38
CCN(CC(=O)Nc1c(F)cccc1F)C(=O)Cc1n[nH]c(=O)c2ccccc12	-6	0	x	-9	x	-8	x	-78	1	-72*
O=C(N/N=C\c1ccc([N+](=O)[O-])o1)C1COc2ccccc2O1 (centres undefined)	-54	0	-8	7	-1	-3	4	15	3	17
CNC(=O)CSc1nnc(SCCC(=O)O)s1	5	1	-8	-6	-3	-2	-3	-3	-1	-11
Cc1cccc(CS(=O)(=O)c2ncc(Cl)c(C(=O)Nc3ccc(F)cc3)n2)c1	u	x	77*	16	3	-2	15	16	0	13
Cc1cccc(OCC(=O)Nc2nnn(C)n2)c1C	-4	-2	2	8	3	-36	-12	6	6	6
CC/C(C)=N/Nc1cccc([N+](=O)[O-])c1	6	1	3	-1	-1	-1	-1	0	1	-2
Cc1ccc(-n2ncc3c(=O)[nH]c(SC(C)C)nc32)cc1	x	-2	8	x	3	7	4	x	x	x
COc1ccc(CN2C(=O)c3cccnc3C2=O)cc1S(=O)(=O)N(C)Cc1ccco1	11	-1	7	1	0	x	-21	-1	0	3
CCCCSc1nnc(CSc2nc3nc(C)cc(C)n3n2)o1	21	-2	-4	3	2	x	-22	3	4	-3
CCn1c(C)cc(/C=C2/SC(=O)N(C(C)C(=O)OC)C2=O)c1C (centres undefined)	-156	0	-6	-3	-2	x	-55	25	6	21
Cc1cccc(C)c1NC(=O)NN(C(=O)c1ccccc1)C(C)(C)C	19	-1	-11	-11	2	-6	-19	8	2	-6
O=C(c1ccc(-n2cccn2)cc1)N1CCN(c2ncccc2C(F)(F)F)CC1	13	0	-1	-22	-4	-4	-17	-8	1	-6
CCOC(=O)c1c(NC(=O)CSc2nnc(-c3c[nH]c4ccccc34)n2CCOC)sc2c1CCCCC2	-5	-4	-6	17	6	-1	-18	-15	2	-18
O=C(CSc1nc2ccc([N+](=O)[O-])cc2[nH]1)c1ccc(Cl)cc1	-27	-2	-2	-1	-4	-3	-9	10	1	1
O=c1c2ccccc2sc2ccc(NCCCN3CCOCC3)cc12	-158	9	x	-1	x	39	x	12	-3	10
O=C1NN(c2ccccc2)C(=O)/C1=C/c1coc2ccccc2c1=O	-138	-3	8	-5	-4	-2	-88	43	2	19
O=C(Nc1ccccc1F)C1CCCN(S(=O)(=O)c2ccc(-n3cnnn3)cc2)C1 (centres undefined)	14	-2	-1	11	0	1	-9	28	-11	5
O=C(c1ccco1)N1CCN(C(c2ccc(Cl)cc2)c2nnnn2CC2CCCO2)CC1 (centres undefined)	3	-3	-6	-10	3	-4	-32	-27	2	-5
CN(C(=O)Cn1nc(C(=O)O)c2ccccc2c1=O)c1ccccc1	-14	0	2	-4	-2	-6	-25	6	-2	-5
CN(C(=O)CSc1ncccc1C(=O)O)c1ccccc1	3	-1	-1	-5	-2	0	-11	-11	4	-11
COC(=O)C1NN=C(C(=O)c2ccc(Cl)cc2)C1c1ccc(OC)cc1 (centres undefined)	8	0	0	1	1	-1	-18	54*	2	19
Cc1ccccc1C(=O)NC1CCN(CC(=O)NCc2cccs2)CC1	11	-3	2	18	1	2	-23	x	-1	x
COc1ccc(CNc2c(C(=O)O)cnc3c2cnn3C)cc1	0	2	-3	-1	-1	-5	-5	-6	0	-5
CCOC(=O)N1CCN(C(=O)CSc2nnc(Cn3c(=O)sc4ccccc43)n2C)CC1	x	x	0	x	-4	-4	6	x	x	x
CCOc1ccc(C2/C(=C(\O)c3c(C)[nH]c(C(=O)OC)c3C)C(=O)C(=O)N2CCN(C)C)cc1 (centres undefined)	1	-9	2	-2	3	1	0	-4	0	-6
COC(=O)c1c(N)sc(C(=O)N2CCOCC2)c1C	-20	1	-3	-2	3	2	10	1	-4	-5
CCOC(=O)c1nnn(-c2nonc2-n2cccc2)c1CCl	-8	1	4	1	0	1	-26	8	1	-4
Cc1ccc(C)c(-n2c(-c3ccc4c(c3)OCO4)n[nH]c2=S)c1	7	9	3	-3	4	7	0	-4	0	7
CCC(=O)Nc1nnc(S(=O)(=O)N(C)Cc2ccco2)s1	-3	1	-4	0	-4	-2	3	1	1	8
(listing goes on)
SMILES	aSyn UTR inh	GSK3 alpha inh	IEC-6 tox	Platelet DG rel	HSP90 refold inh	DYRK1A inh	KLF5 inh	HSF1 activator	GSK3B inh	HSF1 inh
Cc1cc(C(=O)CSc2nc3ccccc3[nH]2)c(C)n1CC1CCCO1 (centres undefined)	36	5	4	-2	49*	6	-66	-61	2	-54*
O=C(NCCCN1CCOCC1)c1c(F)cccc1F	-3	0	0	3	-2	12	-7	-20	2	-3
N#Cc1nc(-c2ccc(Cl)cc2)oc1NCC1CCCO1 (centres undefined)	-58	-1	8	6	0	-7	-57	-4	2	0
COc1cc(C(=S)N2CCCC2)cc(OC)c1OC	4	2	3	2	1	-5	-6	12	5	-1
O=C(N/C(=C\c1ccc([N+](=O)[O-])cc1)C(=O)N1CCCCC1)c1ccccc1Br	14	0	3	-13	4	2	8	4	2	-4
COc1cccc(CNC(=O)CCNS(=O)(=O)c2ccc(Br)s2)c1	9	0	4	10	2	4	-4	21	-2	0
Cc1nc(CS(=O)c2ccc(Cl)cc2)cc(N2CCOCC2)n1 (centres undefined)	33	-1	-2	2	-4	1	-14	-9	0	2
COc1cc(Br)c(-c2sc(Nc3ccccc3)n[n+]2-c2ccccc2)cc1OC	-28	-2	-6	-7	4	5	17	-2	-1	0
Cc1ccc(S(=O)(=O)N2CCCCC2)cc1NC(=O)CCc1nc2ccccc2c(=O)[nH]1	-3	3	x	-16	x	2	x	-9	-1	0
CCOC(=O)C1CCN(c2ccc([N+](=O)[O-])cc2)CC1	6	x	3	-1	1	-1	-4	21	1	14
C/C(CCC(C)C)=N\NC(=S)Nc1cc(S(=O)(=O)N2CCOCC2)ccc1N1CCOCC1	-25	-2	-1	5	-3	x	-8	-7	-2	-2
O=C(Nc1cccc(Cl)c1)c1cc(S(=O)(=O)N2CCOCC2)cs1	5	-1	4	-8	-2	4	-10	1	3	3
Cc1ccc(Nc2nc(N)nc(CN3CCN(Cc4ccc5c(c4)OCO5)CC3)n2)cc1	45	0	10	1	1	7	-4	10	2	-2
CC1(C)CC(N2CCN(CCO)CC2)=CC(=S)N1	-6	-1	-2	0	2	0	-18	11	-1	-15
CCOc1ccc(CCNC(=O)COC(=O)c2c(OC)cccc2OC)cc1OCC	2	-1	x	6	x	3	x	-3	0	-6
FC(F)(F)C1=CC(c2ccc(Br)cc2)=NCCN1	x	-4	5	x	1	-15	-7	x	3	x
COc1ccc(CCN2CNc3c(c(=O)n(C)c(=O)n3C)C2)cc1	18	-2	1	6	-2	-5	-10	9	1	8
CC(C)C(OC(=O)c1cc2occc2n1C)C(=O)NCc1ccc2c(c1)OCO2 (centres undefined)	20	-2	0	-7	6	-9	3	4	0	-2
C=CCNC(=S)NNC(=O)c1csc(CC)c1	-29	-2	6	19	-3	2	-34	38	3	19
CSc1sc(C#N)c2c1/C(=N\O)CCC2	-7	1	3	-2	3	22	1	-1	-2	-7
N#Cc1nc(COc2ccc(Cl)cc2)oc1N1CCCCCC1	x	-2	-2	x	0	1	3	x	x	x
CCOC(=O)CN(C(=O)CSc1nnc(-c2cccc(OC)c2)o1)c1ccc(F)cc1	9	-4	0	2	5	4	4	-15	2	0
